# KOR beta-arrestin-1 = KOR agonists, beta-arrestin recruitment, primary screen, cell-based, luminescence, uHTS (AID 1777). Kappa-type opioid receptor (Homo sapiens). KOR beta-arrestin recruitment, luminescence; higher % means a stronger effect. one-dose activation, % at 10 µM; EC50 in µM for titrated hits. actives 0.02% (n = 280,000); in the data active = activation above about 50%, passing the limit was not always enough; note: a part of the inactive calls stands beside numbers as strong as those of hits
# Myeloid diff MLP = induction of myeloid progenitor differentiation, primary screen, cell-based, flow cytometry, MLPCN library; ER-HoxA9 myeloid progenitors, lysozyme-GFP differentiation; calls only at 10 µM; actives 1% (n = 360,000); AID 624256, 2012;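 active = normalized GFP-positive differentiation at or above the plate's own cutoff, the solvent-only control mean plus 3 SD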;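 note: cells exposed to compound for four days before flow analysis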
# GPR55 LPI antagonism = GPR55 antagonists blocking LPI-driven arrestin recruitment, primary screen, imaging, U2OS, beta-arrestin-GFP, LPI agonist (AID 2013); G-protein coupled receptor 55 (Homo sapiens); U2OS GPR55 beta-arrestin-GFP translocation imaging, LPI antagonism; higher % means a stronger effect; one-dose inhibition, % at 10 µM; IC50 in µM for titrated hits; actives 0.13% (n = 290,000);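 active = spots per cell inhibited over 60%, with over 100 cells counted and total cytoplasm intensity under 500,000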;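 note: U2OS cells stably carrying GPR55 and arrestin-GFP stimulated by 5 µM LPI near EC80; imaged beta-arrestin-GFP aggregate spots per cell after agonist stimulation; plate controls were LPI-stimulated DMSO wells for no effect and DMSO wells without LPI for full effect; some results filed as inactive read as strong as hits; confirmed hits need IC50 under 10 µM and bright autofluorescent wells are also inconclusive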
# NOD2 inhibition = NOD2 signaling inhibitors, cell-based, luminescence, uHTS, HEK293 (AID 1566). actives 0.63% (n = 290,000). HEK293 NOD2/NF-kB luciferase reporter, luminescence; higher % means a stronger effect. inhibition, % at 4 µM; hits with a dose series show EC50 in µM; note: many of its hits are not listed in these tables
# GPR55 beta-arrestin = GPR55 agonists via beta-arrestin recruitment, primary screen, imaging, U2OS cells, beta-arrestin-GFP redistribution (AID 1961) | activation, % at 10 µM; hits with a dose series show EC50 in µM | actives 0.048% (n = 290,000) | U2OS GPR55 beta-arrestin-GFP redistribution imaging; higher % means a stronger effect | G-protein coupled receptor 55 (Homo sapiens);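 active = activation above 40% with more than 50 cells counted in the well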;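 note: U2OS osteosarcoma cells stably expressing GPR55 and beta-arrestin-GFP; plate controls were DMSO negative control for no effect and LPI positive control for full effect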
# NOD1 inhibition = NOD1 signaling inhibitors, primary screen, cell-based, luminescence, uHTS (AID 1578); actives 1% (n = 290,000); inhibition, % at 4 µM; hits with a dose series show EC50 in µM; NOD1-driven NF-kB luciferase reporter cells, luminescence; higher % means a stronger effect; in the data active = inhibition mostly above about 36%, no sharp cut-off; inactive = mostly below about 34%;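 note: HEK-293T reporter cells stimulated with the NOD1 agonist gamma-tri-DAP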
# NTR1 ag = agonists of NTR1, primary screen, imaging, U2OS cells, beta-arrestin-GFP, high content (AID 493036) | Neurotensin receptor type 1 (Homo sapiens), P30989 | NTR1-U2OS beta-arrestin-GFP spot imaging, agonist mode | activation, % at 20 µM | actives 0.17% (n = 330,000);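 active = activation at or above 40% of the spot to cytoplasm intensity ratio, with at least 20 cells analyzed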;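 note: 0% = DMSO without peptide and 100% = 100 nM NTR1 peptide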
# Target sequence (P30989 whole entry, looked up): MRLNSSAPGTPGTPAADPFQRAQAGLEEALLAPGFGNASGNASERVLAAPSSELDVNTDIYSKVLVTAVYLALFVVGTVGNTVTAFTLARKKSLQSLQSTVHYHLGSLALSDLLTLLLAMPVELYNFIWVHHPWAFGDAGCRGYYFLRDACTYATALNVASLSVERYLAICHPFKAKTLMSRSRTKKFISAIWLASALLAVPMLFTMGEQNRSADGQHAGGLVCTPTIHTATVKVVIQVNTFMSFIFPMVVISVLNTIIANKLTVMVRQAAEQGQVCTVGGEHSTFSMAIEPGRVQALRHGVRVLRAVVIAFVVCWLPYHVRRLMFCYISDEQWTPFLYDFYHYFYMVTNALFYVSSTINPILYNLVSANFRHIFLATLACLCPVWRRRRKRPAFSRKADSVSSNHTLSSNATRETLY
# T cell modulator = modulators of CD8 T cell-vesicle binding, primary screen, mouse 2C CD8+ T cells, flow cytometry; 2C CD8+ T cell-vesicle binding; active compounds read low; calls only at 7 µM; actives 0.068% (n = 330,000); AID 2052, 2009;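 active = response, share of CD8 T cells binding vesicles, and their 90th percentile fluorescence all below set limits, cut at about 80% in these data, passing the limit was not always enough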
#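 Also added: QL9-peptide-loaded Drosophila micro-vesicles bearing Ld, ICAM-1 and B7-1; Test system: purified 2C TCR transgenic mouse naive CD8+ T cells; Measured by: cytometric PE anti-B7-1 and Alexa647 anti-CD8 signals after 1% paraformaldehyde fixation; Timing: binding step 1.5 h, 37 °C, antibody labelling 20 min, ice.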
# KOR beta-arrestin-2 = KOR antagonists, beta-arrestin recruitment, cell-based, luminescence, uHTS (AID 1778); actives 0.091% (n = 290,000); inhibition, % at 10 µM, or IC50 in µM where a hit was titrated; KOR beta-arrestin recruitment, luminescence, antagonist mode; higher % means a stronger effect; Kappa-type opioid receptor (Homo sapiens); note: strong numbers were not always called active
# T cell modulator vesicle-bound % = recorded beside T cell modulator, whose call it bears; double positive events, %; measured here: CD8+ vesicle-bound cell fraction;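 binding gate set so that unloaded-vesicle control wells show 10% double positive cells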
# NTR1 ag cell count 20 µM = recorded beside NTR1 ag, whose call it bears; cell count; measured here: cell count, cytotoxicity flag
# Myeloid diff MLP GFP+ MAC1+ % = further read-out of Myeloid diff MLP, marked with its call; GFP+ MAC1+ double positive, %; measured here: differentiation confirmed by MAC1 staining
# Numbers without * were called inactive; i = inactive; / = not tested or not shown; + = active, no number; & = joins results of further samples; [ ] = another dose, or the depositor's remark. Cut-off read from the data, not from the text of the source, unless noted: active = inhibition above about 50%; inactive = the rest. A portion of the library, so the mix of outcomes need not match the whole.
SMILES,KOR beta-arrestin-1,Myeloid diff MLP,Myeloid diff MLP GFP+ MAC1+ %,GPR55 LPI antagonism,NOD2 inhibition,GPR55 beta-arrestin,NOD1 inhibition,NTR1 ag,NTR1 ag cell count 20 µM,T cell modulator,T cell modulator vesicle-bound %,KOR beta-arrestin-2
O=C(O)[C@H]1CCCN1C(=O)c1ccccc1N1C(=O)[C@@H]2Cc3c([nH]c4ccccc34)C(c3cccc(Cl)c3)N2C1=O (stereo partly specified),-7.4%,i,1.4,-19%,6%,-0.1%,-2%,1.5,81,i,48,3%[20 µM]
Cc1nn(C)c(C)c1N1C(=O)c2cccc3c(Br)ccc(c23)C1=O,16%,+,3.9*,1%,13%,-0.1%,33%,1.4,5,i,13,-22%
CCOC(=O)NC(=O)CSc1nc2ccc(OCC)cc2[nH]1,1.2%,i,0.5,11%,-16%,-0.1%,-1%,-0.7,45,i,34,-40%
Cc1csc(NC(=O)C2CCN(S(=O)(=O)c3cccs3)CC2)n1,-5.6%,i,0.3,-13%,11%,-0.1%,-43%,0.1,73,i,48,-14%
CN(C(=O)Nc1ccc(C(C)(C)C)cc1)C1CCCCC1,5.3%,i,0.3,80%,-33%,0.3%,-5%,-0.1,41,i,61,32%
O=C(NCCC1=CCCCC1)NC1CCCCC1,-0.7%,i,1.0,0%,-70%,-0.3%,-45%,2.0,33,i,17,0%
CC1CCCC(C)N1C(=O)CSc1nnc(NC(=O)c2cccs2)s1 (stereo unspecified),-1.9%,i,0.5,-7%,10%,0.1%,-1%,0.7,90,i,21,-19%
O=C(N/N=C/c1cn(Cc2ccccc2)c2ccccc12)c1cccnc1,-5.3%,i,0.5,-8%,30%,-0.3%,38%,2.6,59,i,54,-6%
Cc1ccc2occ(/C=N/NC(=O)c3ccc(Cl)cc3)c(=O)c2c1,6.4%,i,1.4,-1%,-10%,-0.1%,10%,1.4,63,i,43,-8%
CC1=NN(C(=O)c2ccccc2Cl)C(O)(c2ccccc2)C1 (stereo unspecified),-4.5%,i,1.0,5%,3%,-0.1%,-16%,0.0,57,i,63,1%
O=C(NCCCN1CCCC1=O)c1ccc2c(=O)n(-c3ccc(F)cc3)c(=S)[nH]c2c1,4.5%,/,/,1%,-3%,-0.5%,-48%,-0.5,59,i,38,-2%
O=CN1CCN(C(=O)CN2C(=O)c3ccccc3C2=O)CC1,-0.2%,i,0.0,-5%,1%,0.2%,-7%,0.3,51,i,0,30%
CCOC(=O)c1ccc(CNC(=O)Cn2nnc(-c3cccc(C)c3)n2)o1,-1.1%,i,0.8,-9%,11%,-0.5%,-28%,-1.3,60,i,48,-5%
O=S(Cc1ccc(Br)cc1)Cc1nnc(SCc2ccc(Br)cc2)n1-c1ccccc1 (stereo unspecified),2.6%,i,0.4,8%,25%,-0.2%,-16%,15,66,i,30,20%
Nc1nc(SCC(=O)N2CCc3ccccc32)[nH]c(=O)c1-c1ccccc1,0.2%,i,5.0,-5%,5%,-0.1%,12%,-0.7,42,i,3,0%
C[C@@H]1CC[C@]2(O[C@@H](CCO)C[C@H](O)[C@H]2O)O1,-4.4%,i,0.8,8%,2%,-0.3%,-26%,-3.2,92,i,32,6%
CCOc1ccc(C(=S)N2CCOCC2)cc1OC,-5.8%,i,0.9,13%,13%,0.5%,-23%,-0.6,32,i,27,-34%
CN(C(=O)c1ccc(S(=O)(=O)N(C)C)cc1)c1ccc2ccccc2c1,2.9%,i,1.8,9%,-11%,-0.2%,23%,4.3,52,i,28,-13%
COc1ccc(Cl)cc1NC(=O)C1CC(=O)N(C2CCCCC2)C1 (stereo unspecified),-4.7%,+,8.5*,13%,5%,-0.1%,-65%,1.1,73,i,14,11%
Clc1cc(Br)ccc1OCCOCCOc1cccc2cccnc12,-2.7%,i,1.1,10%,-2%,-2.3%,7%,10,57,i,44,19%
CN(C)S(=O)(=O)c1ccc(C(=O)OCC2CC2(Cl)Cl)cc1 (stereo unspecified),6.1%,i,2.7,-11%,-4%,-0.2%,-1%,3.4,48,i,38,-32%
O=C(CSc1ccccc1C(=O)O)c1ccc(Cl)cc1,3.7%,i,0.2,-2%,-56%,0.5%,-23%,-1.3,42,i,20,3%
O=S(=O)(Oc1ccccc1N1CCCCC1)c1ccccc1,4.2%,i,0.3,11%,8%,-0.2%,-1%,2.8,52,i,14,-5%
CCOc1ccc2nc(NCCNC(=O)C3CC3)c(C)cc2c1,-7.2%,i,0.4,6%,9%,-0.4%,-18%,6.2,45,i,34,0%
Cn1cc(CNC(=O)c2ccc(OC3CCN(Cc4ccccn4)CC3)cc2)cn1,-2.3%,i,4.1,-14%,4%,-0.2%,-8%,-0.6,56,i,6,-4%
CC(C)(C)c1ccc(/C=N/NC(=O)CN2CCS(=O)(=O)CC2)cc1,2.8%,i,2.2,-3%,-1%,-0.1%,-6%,-0.3,64,i,23,-28%
O=C(Nc1nccs1)c1ccc(Br)c(S(=O)(=O)N2CCOCC2)c1,-0.5%,i,0.5,6%,6%,-0.2%,-7%,1.8,71,i,46,10%
O=C(CS(=O)(=O)c1c[nH]c2ccccc12)Nc1ccc(F)cc1,-1.9%,i,0.6,-2%,10%,0.8%,-22%,2.3,58,i,5,10%
C/C(N)=C(/C#N)C(=O)COC(=O)C(NS(=O)(=O)c1ccc(Cl)cc1)C(C)O (stereo unspecified),6.1%,i,1.3&1.0,-1%,9%,-0.2%,-5%,-1.6,81,i,40,-8%
Cc1cc(C)c(NC(=O)c2ccc3c(c2)C(=O)N(Cc2cccnc2)C3=O)c(C)c1,-3.3%,i,1.4,-8%,16%,0.0%,-1%,-0.4,56,i,16,7%
CCN(CC)c1ccc(S(=O)(=O)N2CCOCC2)cc1NS(C)(=O)=O,-2.3%,i,0.2,4%,11%,-0.5%,-31%,0.8,54,i,45,0%
O=C(O)CCC(NC(=O)c1cncc(O)c1)C(=O)O (stereo unspecified),7.2%,i,0.9,2%,13%,0.3%,9%,0.5,84,i,55,-31%
Cc1ccccc1NC(=S)NC1CCCC1,2.0%,i,0.4,-3%,14%,0.0%,-7%,-0.4,48,i,51,-67%[20 µM]
CCOC(=O)c1c(N)sc2c1CCC(CC)C2 (stereo unspecified),-5.8%,i,0.6,-2%,8%,-0.1%,0%,2.5,37,i,57,14%
Cc1cc(NC(=O)c2nn(C)c(C)c2Br)no1,-4.7%,i,0.2,12%,-10%,0.0%,-46%,-0.1,61,i,18,19%
C/C(O)=C(\N=Nc1cc(C)ccc1O)C(N)=O,-8.0%,i,0.2,3%,-14%,0.3%,17%,0.5,50,i,47,-6%[20 µM]
Cc1ccc(C)c(OCC(=O)Nc2cc(NC(=O)COc3cc(C)ccc3C)cc(C(=O)O)c2)c1,0.6%,i,0.7,-7%,3%,0.5%,-1%,1.3,64,i,55,-24%
CC(C)C(NS(=O)(=O)c1cccc(C(F)(F)F)c1)C(=O)N1CCc2ccccc2C1 (stereo unspecified),-0.9%,i,0.2,-6%,-1%,0.0%,-27%,0.1,49,i,25,-6%
Cc1cc(S(=O)(=O)N2CCOCC2)c(C)s1,-6.5%,i,1.0,11%,3%,-0.2%,-21%,-0.5,69,i,16,-12%
CCC1CCCCN1CCCNC(=O)c1ccc2c(c1)N(Cc1c(F)cccc1Cl)C(=O)CS2 (stereo unspecified),-0.4%,i,1.9,14%,20%,0.2%,-28%,3.1,55,i,28,-28%
C=CCSc1nnc2nc3c(nn12)c1cc(C)ccc1n3CC=C,0.9%,i,0.5,7%,20%,0.3%,10%,4.7,31,i,35,2%
Cc1cc2nc(-c3ccccn3)c(-c3ccccn3)nc2cc1C,0.7%,i,0.2,11%,-1%,0.0%,2%,-1.4,80,/,/,6%
CCOC(=O)C1CCCN(S(=O)(=O)c2ccc3c(c2)NC(=O)CO3)C1 (stereo unspecified),-3.7%,i,0.0,20%,23%,-0.1%,0%,-0.8,63,i,9,7%
Cc1cc(C(=O)NCc2ccccc2F)cs1,-0.4%,i,6.1,0%,8%,0.1%,23%,-1.9,67,i,40,-40%
Cc1cccn2c(=O)c3cc(C#N)c(=N)n(CCN4CCOCC4)c3nc12,0.9%,i,0.5,-5%,3%,-0.2%,-2%,/,/,/,/,-36%
C/C(=N\NC(=O)c1ccc([N+](=O)[O-])cc1Cl)c1ccccc1,/,i,0.1,2%,-53%,-0.1%,-44%,2.5,37,i,4,-43%[20 µM]
O=C(N/N=C/c1ccc2ncccc2c1)c1cc(-c2cccs2)nc2ccccc12,4.9%,i,0.3,-6%,-42%,0.0%,5%,2.0,50,i,51,28%
COc1ccc(NC(=O)c2csc(Cc3ccc(Cl)cc3)n2)cc1,2.6%,i,0.4,8%,25%,0.3%,24%,0.9,37,i,7,-24%
CC(C(=O)N(C)C1CCS(=O)(=O)C1)N1C(=O)/C(=C/c2ccc(F)cc2)SC1=S (stereo unspecified),-1.4%,i,1.6,-4%,26%,-0.1%,-3%,2.3,57,i,4,-15%
CCC(=O)NC(c1ccccc1OC)c1ccc2cccnc2c1O (stereo unspecified),-5.4%,/,/,7%,-26%,-0.1%,-17%,0.7,59,i,11,5%
N/C(=N\OS(=O)(=O)c1ccc2ccccc2c1)c1ccccn1,-3.5%,i,0.3,19%,16%,24%,-31%,/,/,/,/,0%
Cc1cccn2c(=O)c(C=O)c(NCc3ccccc3)nc12,7.5%,+,1.9*,5%,16%,-0.2%,-2%,9.6,40,i,20,-14%

# High-throughput results deposited in PubChem BioAssay by several laboratories.
